Screens from PubChem.
TEAD-YAP block: TEAD-YAP interaction inhibition | HEK-TIYL cells, TEAD-Gal4/YAP UAS-luciferase luminescence | inhibition, % at 9.12 µM | hit rate 1.4% among 640,000 | AID 1259422; in the data active means inhibition above about 32%;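 further: 0% = median of test compound wells and 100% = reference inhibitor wells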
GPR151 ag: activates the human receptor GPR151 | activation, % at 11.2 µM | hit rate 1% among 650,000 | AID 1508602 | PathHunter beta-arrestin GPR151 cells, luminescence; in the data active means activation above about 4.9%;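 further: 0% = median of compound wells and 100% = cells with positive control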
Target sequence (Q8TDV0 whole entry, looked up): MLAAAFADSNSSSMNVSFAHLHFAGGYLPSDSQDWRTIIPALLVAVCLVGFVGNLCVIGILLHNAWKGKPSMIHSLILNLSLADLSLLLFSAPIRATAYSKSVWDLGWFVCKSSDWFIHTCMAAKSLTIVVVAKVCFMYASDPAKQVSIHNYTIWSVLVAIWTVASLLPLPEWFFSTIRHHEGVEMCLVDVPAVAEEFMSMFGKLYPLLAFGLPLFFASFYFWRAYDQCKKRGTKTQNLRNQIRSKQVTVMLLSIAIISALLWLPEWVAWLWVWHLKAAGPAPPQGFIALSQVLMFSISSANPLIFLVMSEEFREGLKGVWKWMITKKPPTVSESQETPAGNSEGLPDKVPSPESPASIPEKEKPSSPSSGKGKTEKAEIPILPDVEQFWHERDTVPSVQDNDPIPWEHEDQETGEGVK
FBW7 activator: activators of human E3 ligase FBW7; Q969H0; AlphaScreen FBW7–phospho-cyclin E peptide binding, activator screen; normalized activity (activation), % at 26.1 µM; hit rate 0.13% among 650,000; in the data active means normalized activity above about 1.9%;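 further: purified mutant Fbw7 with reduced substrate affinity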
Target sequence (Q969H0 whole entry, looked up): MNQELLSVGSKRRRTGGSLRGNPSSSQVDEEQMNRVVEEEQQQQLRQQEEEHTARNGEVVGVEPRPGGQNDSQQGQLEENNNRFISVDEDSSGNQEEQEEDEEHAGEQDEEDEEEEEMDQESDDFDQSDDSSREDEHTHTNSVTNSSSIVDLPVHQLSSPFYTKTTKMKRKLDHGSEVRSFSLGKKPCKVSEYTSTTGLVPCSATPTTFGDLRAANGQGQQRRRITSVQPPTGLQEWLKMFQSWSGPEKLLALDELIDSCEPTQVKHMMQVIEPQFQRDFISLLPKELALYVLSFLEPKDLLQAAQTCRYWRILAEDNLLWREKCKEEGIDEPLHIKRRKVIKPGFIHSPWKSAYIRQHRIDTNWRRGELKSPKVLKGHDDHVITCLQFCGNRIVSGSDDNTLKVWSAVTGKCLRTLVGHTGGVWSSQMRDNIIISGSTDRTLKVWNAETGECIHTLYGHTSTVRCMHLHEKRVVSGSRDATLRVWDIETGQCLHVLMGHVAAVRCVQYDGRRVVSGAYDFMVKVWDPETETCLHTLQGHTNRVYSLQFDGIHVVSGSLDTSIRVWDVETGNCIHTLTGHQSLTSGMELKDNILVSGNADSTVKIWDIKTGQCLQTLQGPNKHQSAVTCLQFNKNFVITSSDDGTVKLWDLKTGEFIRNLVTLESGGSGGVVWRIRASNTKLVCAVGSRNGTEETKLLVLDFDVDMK
MITF inh: blocks human microphthalmia-associated transcription factor; hit rate 0.91% among 650,000; AlphaScreen MITF homodimerization, bead proximity signal; inhibition, % at 2.6 µM; AID 1259374; O75030; in the data active means inhibition above about 50%;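 further: 0% = vehicle wells with protein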
An asterisk follows results filed as active; · = no result given.

SMILES	TEAD-YAP block	GPR151 ag	FBW7 activator	MITF inh
Cc1ccc(NC(=O)c2ccc3c(c2)[nH]c(=O)n3C(C)C)cc1	-7	1.3	0.0	-3
Cc1ccc2[nH]c(=O)c(CN(CCCO)Cc3nnnn3Cc3ccccc3)cc2c1	1	-0.5	-0.1	6
CCN1C(=O)C(NC(C)=O)c2cc(Br)ccc21 (stereo not given)	-7	-0.9	-0.3	-5
Cc1ccc(S(=O)(=O)NNC(=O)c2cccc(C)c2)cc1	5	-1.8	0.8	16
C/C(=N/NC(=O)c1ccccc1[N+](=O)[O-])c1ccc2ccccc2c1	-12	0.8	0.1	7
Cc1cc(C)c2oc(-c3cccc(NC(=O)COc4ccc(Cl)cc4)c3C)nc2c1	-7	-1.2	-0.1	9
CC(C)(C)n1nc2c(c1NC(=O)COc1ccc3ccccc3c1)CS(=O)(=O)C2	-4	-0.4	-0.1	0
O=c1cc(CN2CCN(c3ccc(F)cc3)CC2)occ1OCc1ccccc1	4	-2.0	0.1	12
CCN1CCN(S(=O)(=O)c2cccc([N+](=O)[O-])c2)CC1	13	0.6	-0.1	-27
COc1cc(C2NC(=O)NC(C)=C2C(=O)OCCc2ccccc2)cc(Cl)c1O (stereo not given)	10	1.2	-0.2	-4
CCOC(=O)C1CCCN(c2c(NCC3CCCN3CC)c(=O)c2=O)C1 (stereo not given)	-9	1.7	0.7	32
N[C@@]1(C(=O)O)CN[C@@H](C(=O)O)C1	·	-2.4	0.3	9
COc1ccc(OC)c(/C=N/c2sc3c(c2C#N)CCC3)c1	7	-0.6	-0.1	8
COc1ccc(CC2CC(=O)N(c3ccc(OC)cc3)C2=O)cc1 (stereo not given)	4	0.9	0.1	2
CCOC(=O)c1c(-c2cccs2)csc1NC(C)=O	12	1.7	0.0	2
CC1=C(C(=O)Nc2ccccc2)C2(CCCCC2)C(C#N)=C(SCC(=O)Nc2nccs2)N1	-5	-0.9	-0.2	6
CCOC(=O)c1c(NC(=O)C(C)Sc2nnc(CNC(=O)COc3ccccc3)n2-c2cccc(Cl)c2)sc2c1CCC2 (stereo not given)	6	-0.7	0.0	-21
CCN(CC)c1cc(N2CCN(CCC#N)CC2)c([N+](=O)[O-])cc1F	18	0.5	0.0	8
c1ccc(CN2CCC(Nc3nc(Nc4ccncc4)nc4c3ncn4C3CCCCC3)CC2)cc1	-7	-0.6	0.0	4
CC(C)Cc1cc(C(=O)N2CCc3nnc(CNC(=O)c4ccccc4)n3CC2)no1	-2	-0.1	-0.1	-10
O=C(CN1C(=O)c2ccccc2C1=O)OCc1ccc(Br)cc1	-2	1.3	0.0	-9
CCCCOC(=O)/C(=C\c1cccnc1)NC(=O)c1ccccc1	5	-0.1	0.4	-2
CCC(=O)Nc1c2c(nn1-c1ccccc1C)CSC2	-5	1.0	0.0	-2
Cc1nc(-c2cc(Cl)cc(Cl)c2)c(C)[nH]1	-10	-1.3	-0.1	3
Cc1cc(C(=O)Cn2c(NCCO)nc3ccccc32)c(C)n1Cc1ccco1	-20	-0.6	0.0	0

Reformatted: results already given.
Fields: TEAD-YAP block, GPR151 ag, FBW7 activator, MITF inh
CC(C)Cc1cc(C(=O)N2CCc3nnc(CNC(=O)c4ccccc4)n3CC2)no1
 : -2, -0.1, -0.1, -10
O=C(CN1C(=O)c2ccccc2C1=O)OCc1ccc(Br)cc1
 : -2, 1.3, 0.0, -9
CCCCOC(=O)/C(=C\c1cccnc1)NC(=O)c1ccccc1
 : 5, -0.1, 0.4, -2
CCC(=O)Nc1c2c(nn1-c1ccccc1C)CSC2
 : -5, 1.0, 0.0, -2

Compound profiles (already shown). Screens in order: TEAD-YAP block	GPR151 ag	FBW7 activator	MITF inh
Listed for `CC1=C(C(=O)Nc2ccccc2)C2(CCCCC2)C(C#N)=C(SCC(=O)Nc2nccs2)N1` : -5	-0.9	-0.2	6
Listed for `CCOC(=O)c1c(NC(=O)C(C)Sc2nnc(CNC(=O)COc3ccccc3)n2-c2cccc(Cl)c2)sc2c1CCC2` (stereo not given) : 6	-0.7	0.0	-21
Listed for `O=c1cc(CN2CCN(c3ccc(F)cc3)CC2)occ1OCc1ccccc1` : 4	-2.0	0.1	12

Other results follow.
SMILES	TEAD-YAP block	GPR151 ag	FBW7 activator	MITF inh
CCOC(=O)c1c(NC(=O)c2ccccc2Br)sc2c1CCCC2	10	1.5	0.1	0
Cc1ccc(-c2nc(-c3ccc(-c4ccccc4)cc3)[nH]c2-c2ccccc2)cc1C	20	-0.1	0.2	11
O=C1CC(C(=O)NCC2Cc3cc(-c4ccccn4)cc(F)c3O2)c2ccccc21 (stereo not given)	-7	0.1	-0.2	10
O=c1c2ccccc2nc(/C=C\c2cccc(C(F)(F)F)c2)n1-c1cccc([N+](=O)[O-])c1	-1	0.7	0.0	-14
O=c1c(CN2CCN(c3ccccn3)CC2)coc2ccccc12	38*	-0.6	0.0	40
COC(=O)c1c(NC(=O)c2ccccc2)sc(C(=O)N2CCCCC2)c1C	12	0.6	0.0	13
CCCCNC(=O)c1ccccc1NS(=O)(=O)c1ccc2ccccc2c1	-5	-0.9	0.1	-10
CCOc1cc(C(=O)Nc2sc(C)c(C)c2C#N)cc(OCC)c1OCC	7	-2.5	0.8	5
CCC(=O)N1CCc2cc(S(=O)(=O)Nc3ccc(N(CC)CC)cc3C)ccc21	-1	-0.1	0.0	-7
Cc1ccc(CC2C(=O)N(c3ccc([N+](=O)[O-])cc3)C(=O)C2C)cc1 (stereo not given)	-2	0.2	-0.1	-6
O=C1CC(c2ccc(F)cc2)CC(O)=C1C=NCC1NCCc2ccccc21 (stereo not given)	7	0.6	-0.1	11
Cc1cc(C)nc(/N=C(\N)Nc2ccc(SC(F)F)cc2)n1	6	-0.8	0.7	6
Cn1c(=O)oc2cc(S(=O)(=O)NCCC(=O)N3CCCC3)ccc21	0	-1.5	0.1	-3
COc1c(Br)cc(Br)cc1/C=c1/sc2nc3cc(C)c(C)cc3n2c1=O	2	1.2	0.0	-5
OCCN(CCO)CC(O)CN1c2ccccc2Sc2ccccc21 (stereo not given)	1	1.6	0.0	-1
Cc1cc2[nH]c(=O)c(=O)[nH]c2cc1S(=O)(=O)Nc1ccc(F)cc1	-3	-1.2	0.1	-7
CCOC(=O)N1CCC(NC(=O)c2ccc3c(=O)n4c(nc3c2)CCCC4)CC1	4	-0.3	0.2	3
CSc1ccc(CCNC(=O)c2ccc3snnc3c2)cc1	10	-0.6	1.1	8
CCOc1ccc(/C(O)=C2/C(=O)C(=O)N(c3ccccn3)C2c2ccc(C(C)C)cc2)c(C)c1 (stereo not given)	-17	-1.1	0.0	4
Cc1ccc(-n2nnc3c(SCC(=O)NC4CCCC4)ncnc32)cc1	-2	-0.3	0.0	-3
CN(C)CCN1C(=O)C(=O)/C(=C(\O)c2ccccc2)C1c1ccc([N+](=O)[O-])cc1 (stereo not given)	-7	-0.7	0.7	1
CCCCC1CCC(C(=O)Nc2c3c(nn2-c2ccc(C)cc2C)CS(=O)(=O)C3)CC1 (stereo not given)	-12	1.2	-0.1	-11
COc1ccc(Cl)cc1C(=O)N/C(=C\c1cccc([N+](=O)[O-])c1)C(=O)Nc1ccc(Cl)c(Cl)c1	-2	-0.7	0.0	4
O=C(Oc1ccc(/C=C/c2ccccn2)cc1)c1ccc(F)cc1	-26	-2.8	0.1	8
Cc1cc(C2C(C#N)=C(N)N(c3ccccc3)C3=C2C(=O)CCC3)c(C)s1 (stereo not given)	15	-0.4	0.1	0

Further results.
SMILES	TEAD-YAP block	GPR151 ag	FBW7 activator	MITF inh
CC(=O)c1ccc(NC(=O)CN(C)S(=O)(=O)c2ccc(Cl)cc2)cc1	-9	-0.8	0.0	-2
COc1cccc(CNC(=O)c2ccc(CNc3c(N4CCC(C)CC4)c(=O)c3=O)cc2)c1	-10	4.5	0.1	4
CC1CN(/C(=N\S(=O)(=O)c2ccccc2)c2ccccc2)CC(C)O1 (stereo not given)	-5	-1.9	0.1	5
COC(=O)c1ccc2c(=O)n(-c3ccccc3)c(SC(C(=O)NCc3ccccc3)C(=O)NCc3ccccc3)nc2c1	9	2.8	0.4	1
O=C(c1nc2ccccn2c1CN1CCC(C(=O)N2CCCCC2)CC1)N1CCCC1	4	1.2	0.0	6
COc1ccc(C2CC(=O)C=C(NC3CCCC3)C2)cc1 (stereo not given)	-5	-0.6	0.0	6
COc1ccccc1-n1nnc(C(=O)Nc2ccc(F)cc2)c1N	-71	-1.4	0.6	8
O=C1N[C@@H](Cc2c[nH]c3ccccc23)C(=O)N2CCN(C(=O)c3ccc(OC(F)(F)F)cc3)C[C@H]12	-2	-0.5	-0.1	1
CCOP(=O)(CN(CCc1ccc(Cl)cc1)C(=S)Nc1cccc(OC)c1)OCC	-5	0.5	0.1	6
CCN1CCC2(CC1)C1CN(CC)CC=C1C(C#N)=C(N)C2(C#N)C#N (stereo not given)	8	0.1	-0.1	1
Cc1nc2nc(-c3ccc(Cl)cc3Cl)nn2c(C)c1CCC(=O)O	80*	0.1	-0.2	2
Cc1nn(C(C)C(=O)NCc2ccc(Cl)cc2)c(=O)c2cc3sccc3n12 (stereo not given)	-6	-0.8	0.0	-4
Cc1cc(C(F)(F)F)nn1CC(=O)Nc1ccc(Br)cc1OC(F)(F)F	3	-0.8	0.0	15
OC[C@@H]1CCCN1c1ccnc2c(-c3ccsc3)cnn12	9	2.2	-0.2	-18
COc1ccccc1OCCn1cc(C(=S)N2CCOCC2)c2ccccc21	-5	-0.3	-0.2	15
COC(=O)C1C(=O)NC(SCC(=O)Nc2ccccc2C)=C(C#N)C1c1ccc(C(C)C)cc1 (stereo not given)	-7	-0.9	0.1	10
O=C(Nc1ccc(-c2nc3ncccc3o2)cc1)c1ccc(F)cc1	-3	1.9	0.1	10
Cc1sc(NC(=O)c2ccco2)c(-c2nc3ccccc3s2)c1C	-6	0.6	-0.2	-7
O=C(Nc1ccc(Cl)c(Cl)c1)c1cnn2c(C(F)(F)F)cc(-c3ccco3)nc12	-4	0.7	0.0	-5
COc1ccccc1NC1=NC(c2ccc(Cl)cc2)N=C(N)N1 (stereo not given)	40*	-1.1	-0.1	4
O=C1c2cc(Cl)c(Cl)cc2C(=O)N1c1ccc([N+](=O)[O-])cc1Br	-3	-0.8	-0.1	16
COC(=O)C1C(=O)CC(C)(O)C(C(=O)OC)C1c1cccc(Br)c1 (stereo not given)	14	0.7	0.2	2
CCc1nnc(NS(=O)(=O)c2ccc(NC(=O)c3c(F)cccc3F)cc2)s1	-2	-1.4	0.2	3
O=C(COC(=O)C1CC(=O)N(c2ccc(F)cc2)C1)c1ccc(Cl)cc1 (stereo not given)	4	1.1	0.1	-6
COC(=O)c1ccc(CN2CCC(Nc3cccc(S(C)(=O)=O)c3)CC2)cc1	-4	-3.1	0.1	10

Later entries
SMILES	TEAD-YAP block	GPR151 ag	FBW7 activator	MITF inh
CCOC(=O)c1ccc(CN(Cc2ccc(Cl)cc2Cl)S(=O)(=O)c2ccc(Br)cc2)cc1	-5	-1.3	0.5	20
CCN1CCN(CCCNC(=O)C2CCN(c3nc4c(C)cc(C)cc4s3)CC2)CC1	1	-0.6	0.2	11
O=C(NC1CC1)C1C2C=CC(C2)C1C(=O)OCC(F)(F)C(F)F (stereo not given)	21	0.0	0.4	2
CCN(CC)C(=O)CSc1nnc(-c2cccs2)n1-c1ccccc1	-1	2.5	0.1	4
CCN(C(=O)CSc1n[nH]c(N)n1)C1CCCCC1	-2	-0.9	0.7	-3
COC(=O)C(CC(C)C)Oc1ccc2c(C)cc(=O)oc2c1 (stereo not given)	-10	2.5	0.0	-3
O=C1NC2(CCN(C(=O)Cn3ncc4ccccc4c3=O)CC2)Oc2ccccc21	1	-0.4	0.0	-3
O=C(O)Cc1ccc(NC(=O)COc2ccccc2)cc1	-9	-1.5	0.0	4
O=C(N/N=C/c1cc2ccccc2nc1Cl)c1cccc(F)c1	-4	0.1	-0.1	-3
Nc1c(C(=O)NCc2ccccc2Cl)nnn1Cc1ccc(F)cc1	10	-0.9	0.9	11
NC(=O)C1(C(N)=O)OC1c1ccc(Cl)c(Cl)c1 (stereo not given)	2	2.2	-0.3	3
COc1cccc(N2CCC(N3CCN(C)C(CCO)C3)CC2)c1 (stereo not given)	-7	0.0	0.0	1
O=C1C=CC(=NS(=O)(=O)c2cccc([N+](=O)[O-])c2)C=C1	4	-1.6	0.1	24
CN(CC(=O)NC1CCCCCCC1)S(=O)(=O)c1cc(Br)cnc1N	-11	2.0	-0.1	6
COC(=O)c1ccccc1NC(=O)CN(c1ccc(Cl)c(Cl)c1)S(C)(=O)=O	5	-0.9	0.3	15
O=C(O)c1cc(Br)cc(S(=O)(=O)N2CCc3ccccc32)c1	8	1.1	-0.1	6
O=C(Cc1c[nH]c2ccccc12)Nc1nc2ccccc2[nH]1	-32	0.1	-0.2	-6
Cc1ccccc1C(=O)NCCCc1ccccc1	-29	1.9	0.1	-2
COc1ccc(C(=O)Nc2cc(-c3nc4ccccc4s3)ccc2C)cc1OC	-20	-0.8	0.0	3
CCOC(=O)c1c(NC(=O)CNCc2ccccc2)sc2c1CCCC2	-17	1.8	0.0	-10
CCc1ccc(-n2c(C)cc(/C=C3\C(=N)N4N=C(C(F)(F)F)SC4=NC3=O)c2C)cc1	6	-1.9	-0.2	-5
O=C(O)CCC(=O)N1N=C(c2ccc(Br)cc2)CC1c1ccccc1Cl (stereo not given)	-2	2.8	-0.1	2

4 structures already listed, sorted by molecular weight, low to high:
SMILES	TEAD-YAP block	GPR151 ag	FBW7 activator	MITF inh
COC(=O)C(CC(C)C)Oc1ccc2c(C)cc(=O)oc2c1 (stereo not given)	-10	2.5	0.0	-3
O=C(N/N=C/c1cc2ccccc2nc1Cl)c1cccc(F)c1	-4	0.1	-0.1	-3
Nc1c(C(=O)NCc2ccccc2Cl)nnn1Cc1ccc(F)cc1	10	-0.9	0.9	11
CCc1ccc(-n2c(C)cc(/C=C3\C(=N)N4N=C(C(F)(F)F)SC4=NC3=O)c2C)cc1	6	-1.9	-0.2	-5
